Gal4-VP16 FLuc – VP16 counterscreen qHTS for inhibitors of ROR gamma transcriptional activity; Drosophila S2 Gal4-VP16 UAS-luciferase, luminescence, 20 h; Potency, µM (series often up to 53.6 µM), inactives show at the top dose activity, negative = inhibition, usual class: inhibitors; actives 3.5% (n = 310,000); AID 2546, 2010;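 further: Gal4-VP16 expression switched on by copper sulfate through the metallothionein promoter; on the % scale 0 is the no-effect control and ±100 the full control effect; nearly all actives have a fitted effect of over 50% in size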
NPC1 promoter act – qHTS Assay for NPC1 Promoter Activators. Huh7 NPC1 promoter luciferase reporter, 24 h. Potency, µM (titrated, usually from 9.22 µM), inactives show at the highest dose activation, hits mostly activators. actives 2.4% (n = 320,000);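 further: % of control where 0% means no effect; nearly all actives have a fitted effect of over 60% in size; reporter is driven by a mutant NPC1 promoter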
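Luminescence read-out of NPC1 promoter-driven luciferase in stably transfected Huh7 cells; compounds delivered in DMSO and left 24 h at 37C, 5% CO2, qHTS titration format.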
BRCA1 expr up – qHTS Assay to Identify Small Molecule Activators of BRCA1 Expression; MCF7-BRCA1-FFLuc reporter, luminescence, 48 h; response scale: scaled: vehicle 0%, 10 µM genistein 100%; Potency, µM (titrated, usually from 46.1 µM), without a hit: top-dose activation, hits mostly activators; actives 1.1% (n = 380,000); further: nearly all actives have a fitted effect of over 80% in size; some results filed as inactive show a strong effect at the top dose
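Reporter cells (MCF7, BRCA1 promoter-firefly luciferase) received library compounds across a concentration series for 48 h. End-point luminescence was measured and concentration-effect curves derived after normalization.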
MBNL1 CUG block – qHTS Assay for Inhibitors of MBNL1-poly(CUG) RNA binding | Muscleblind-like protein 1 (Homo sapiens), Q9NR56 | TR-FRET MBNL1-His/biotin-(CUG)12 binding, 665/545 ratio | Potency, µM (highest dose often 57.5 µM), for the others: top-dose activity change, negative = inhibition, hits mostly inhibitors | actives 0.036% (n = 280,000) | AID 2675, 2010; active means well fitted inhibition curve with a large enough effect in the signal ratio, with a control signal flat, not every such curve was filed as active; inconclusive means small, poorly fitted or top-dose-only effect, or effect the other way, or a change in a side signal; inactive means no such curve, though single readings can be large or run the other way; the % refers to the signal ratio; further: on the % scale 0 is the no-effect control and ±100 the full control effect
Target sequence (Q9NR56 whole entry, looked up): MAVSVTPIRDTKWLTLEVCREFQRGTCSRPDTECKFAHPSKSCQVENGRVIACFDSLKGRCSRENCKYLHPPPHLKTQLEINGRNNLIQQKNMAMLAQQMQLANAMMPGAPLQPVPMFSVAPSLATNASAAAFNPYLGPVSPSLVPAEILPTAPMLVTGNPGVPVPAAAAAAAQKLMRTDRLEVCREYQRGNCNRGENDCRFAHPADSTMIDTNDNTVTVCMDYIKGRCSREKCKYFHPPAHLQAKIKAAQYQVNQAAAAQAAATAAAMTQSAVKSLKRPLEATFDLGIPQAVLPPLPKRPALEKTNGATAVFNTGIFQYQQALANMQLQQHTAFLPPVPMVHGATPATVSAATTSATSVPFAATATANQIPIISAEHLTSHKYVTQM
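MBNL1-His + Biotin-(CUG)12, cpd titration 92 nM–58 uM; Tb anti-His Ab 0.055 ng/ul, SA-XL665 5 nM (final); 60 min RT; ratiometric 665/545 nm, Ex 340 nm; normalized to buffer and full-complex controls.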
MLL CXXC-DNA inh – qHTS Fluorescence Polarization Assay for Inhibitors of MLL CXXC domain - DNA interaction; Histone-lysine N-methyltransferase 2A (Homo sapiens), Q03164; actives 0.037% (n = 290,000); Potency, µM (doses to about 115 µM), for inactives: at the highest dose activity change, negative = inhibition, most hits filed as inhibitors; AID 2662, 2010; MLL-CXXC / FITC-HOXA9 DNA fluorescence polarization; active means well fitted inhibition curve with a large enough effect in the polarisation, with a control signal flat, not every such curve was filed as active; inconclusive means small, poorly fitted or top-dose-only effect, or effect the other way, or a change in a side signal; inactive means no such curve, though single readings can be large or run the other way; the % refers to the polarisation
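Fluorescence polarization: 7 uM MLL-CXXC (stock) preincubated 5 min with compounds, then 50 nM fluorescein-HOX-A9 DNA (stock) added; 30 min ambient. Buffer 50 mM Tris-HCl pH 7.5, 50 mM NaCl, 1 mM DTT, 0.05% BSA.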
ELG1 genotox – qHTS screen for small molecules that induce genotoxicity in human embryonic kidney (HEK293T) cells expressing luciferase-tagged ELG1 | HEK293T ELG1-luciferase reporter, luminescence, 16 h | Potency, µM (doses to about 46 µM), inactives show at the top dose activity change, positive = activation, hits mostly activators | actives 1.3% (n = 330,000); further: % of control where 0% means no effect; nearly all actives have a fitted effect of over 60% in size
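After overnight (16 hr) compound treatment at 37 °C, ELG1-luciferase HEK293T cells were lysed with ONE-Glo; luminescence quantified 30 min later at room temperature.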
RORgamma inh – qHTS for inhibitors of ROR gamma transcriptional activity. Potency, µM (doses to about 53.6 µM), without a hit: at the highest dose activity change, negative = inhibition, most hits filed as inhibitors. AID 2551, 2010. actives 5.4% (n = 310,000). Drosophila S2 Gal4-RORgamma UAS-luciferase reporter, 20 h. Nuclear receptor ROR-gamma (Mus musculus), P51450; further: on the % scale 0 is the no-effect control and ±100 the full control effect; nearly all actives have a fitted effect of over 60% in size
Target sequence (P51450 whole entry, looked up, the tested form may be a part): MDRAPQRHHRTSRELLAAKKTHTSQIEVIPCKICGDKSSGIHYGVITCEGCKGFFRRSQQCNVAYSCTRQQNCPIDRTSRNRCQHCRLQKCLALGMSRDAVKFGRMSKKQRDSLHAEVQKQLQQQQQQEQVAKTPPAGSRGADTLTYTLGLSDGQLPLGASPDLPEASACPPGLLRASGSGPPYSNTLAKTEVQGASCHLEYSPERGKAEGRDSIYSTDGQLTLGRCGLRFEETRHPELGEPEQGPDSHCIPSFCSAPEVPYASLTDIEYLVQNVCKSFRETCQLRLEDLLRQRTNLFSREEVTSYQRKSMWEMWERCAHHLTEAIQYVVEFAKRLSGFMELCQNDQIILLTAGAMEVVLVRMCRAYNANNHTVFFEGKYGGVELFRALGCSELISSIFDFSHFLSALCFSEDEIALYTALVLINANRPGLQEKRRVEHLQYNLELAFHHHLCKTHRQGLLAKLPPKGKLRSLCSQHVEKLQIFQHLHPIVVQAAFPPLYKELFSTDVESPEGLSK
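Stably transfected Drosophila Schneider cells are the test system, with ROR gamma fused to Gal4 and luciferase under UAS control; luminescence is read after 20 hr of 700 uM copper sulfate induction at ambient temperature.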
uPA generation – qHTS for Inhibitors of Cell Surface uPA Generation. actives 0.31% (n = 330,000). AID 540303, 2011. cell surface uPA generation assay, qHTS. Potency, µM (titrated, usually from 38.3 µM), for inactives: at the highest dose activity change, negative = inhibition, hits mostly inhibitors; active means well fitted inhibition curve with a large enough effect; inconclusive means small, poorly fitted or top-dose-only effect; inactive means no such curve, though single readings can be large or run the other way; tested in mouse RAW 264.7 cells; further: on the % scale 0 is the no-effect control and ±100 the full control effect; nearly all actives have a fitted effect of over 55% in size
p53 reactivation – qHTS assay for re-activators of p53 using a Luc reporter; H1299 p53-A138V BP100-luciferase reporter, luminescence, 24 h; Potency, µM (highest dose often 92.2 µM), without a hit: at the highest dose activity change, positive = activation, hits mostly activators; actives 0.063% (n = 320,000); further: % of control where 0% means no effect; nearly all actives have a fitted effect of over 45% in size
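p53-null H1299 cells stably carrying temperature-sensitive p53-A138V and a BP100-luciferase reporter were pinned with compounds (4-point, 1:5 series) and held 24 hrs at 37 deg C. Luminescence was read 10 min after detection reagent.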
FLuc counter – qHTS profiling assay for firefly luciferase inhibitor/activator using purifed enzyme and Km concentrations of substrates (counterscreen for miR-21 project). AID 588342, 2011. Luciferin 4-monooxygenase (Photinus pyralis), P08659. actives 6.9% (n = 360,000). Potency, µM (doses to about 57.5 µM), for inactives: top-dose activity change, negative = inhibition, usual class: inhibitors. purified FLuc, Km substrates, luminescence inhibition;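 further: plate controls were vehicle for no effect and reference inhibitor for full effect; nearly all actives have a fitted effect of over 55% in size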
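Purified P. pyralis luciferase (10nM final) with 10uM D-luciferin and 10uM ATP (Km levels) in 50mM Tris acetate pH 7.5, 10mM Mg acetate, 0.01% Tween-20, 0.05% BSA; qHTS 6-point titration, ~60 µM downward; luminescence read.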
Rab9 prom act – qHTS Assay for Rab9 Promoter Activators | Huh7 Rab9 promoter-luciferase reporter, luminescence, 24 h | Potency, µM (top dose mostly 9.22 µM), for the others: at the top dose activation, negative = inhibition, usual class: activators | actives 2.8% (n = 320,000); further: % of control where 0% means no effect; nearly all actives have a fitted effect of over 60% in size
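Rab9 promoter-driven luciferase in stably transfected Huh7 cells; 1500 cells/well rested 2 h, exposed to compound in DMSO for 24 h at 37 °C, 5% CO2. Luminescence read 10 min after adding luciferase reagent at ambient temperature.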
Numbers without * were called inactive; ? = inconclusive; . = not tested or not shown; & = joins results of further samples; [ ] = dose if it differs, or a comment. Unless noted, the call rests on the fitted dose curve; in most records, active means well fitted curve in the direction sought with a large enough effect; inconclusive means small, poorly fitted or top-dose-only effect, or another doubt; inactive means no such curve, though single readings can be large; an effect the other way counts as inactive or inconclusive. Potency means the concentration at half of the fitted maximal effect.

SMILES	Gal4-VP16 FLuc	NPC1 promoter act	BRCA1 expr up	MBNL1 CUG block	MLL CXXC-DNA inh	ELG1 genotox	RORgamma inh	uPA generation	p53 reactivation	FLuc counter	Rab9 prom act
NC(=O)c1cnn(Cc2ccc(Cl)cc2)c1N	-1.0%	-2.8%	-0.5%	0.3%	-4.1%	-0.6%	39.0%	1.6%	2.3%	-0.4%	0.7%
COc1ccc(C(=O)N2CCN(c3ncccn3)CC2)cc1[N+](=O)[O-]	-11.8%	3.2%	-15.5%	14.0%	-16.1%	0.5%	15.8%	17.2%	-113.7%[inhibitor]	0.1%	17.2%
NC(=O)[C@@H]1[C@@H]2C(=O)N(c3ccc(F)cc3)C(=O)[C@@H]2[C@H]2C=Cc3ccccc3N21	-5.4%	-4.5%	-52.9%	?	?	-3.2%	-9.7%	-6.0%	-1.5%	-15.4%	0.6%
CC(=O)C1=C(NC(=O)c2ccccc2F)C[C@@H]2[C@H]1C2(C)C	12.9%	8.0%	-9.8%	8.8%	-3.0%	-2.5%	7.5%	15.7%	3.4%	?	-4.2%
CCc1cc(=O)oc2c3c(cc(OCC(=O)Nc4cccnc4)c12)OC(C)(C)CC3	-10.5%	2.7%	-46.5%	-3.1%	-3.9%	-1.7%	?	-8.1%	-1.6%	?	-2.2%
CCCc1nnc(SCC(=O)N2CCCCC2C)n1CCOC (stereo not drawn)	-2.3%	-1.6%	75.8%	-11.5%	6.2%	1.6%	14.6%	-13.6%	1.7%	0.4%	-10.0%
[N-]=[N+]=NC1CC(CO)OC1n1ccc(=O)[nH]c1=O (stereo not drawn)	3.2%	-1.7%	-3.0%	-9.6%	0.2%	3.1%	-27.9%	-0.9%	-2.2%	-1.7%	-8.0%
Cc1nc2c(c3c1[nH]c1ccccc13)C(O)CC(C)(C)C2 (stereo not drawn)	-9.7%	-5.4%	-46.5%	?	-6.1%	-1.4%	36.0%	7.0%	-2.7%	4.4%	-10.0%
CCOC(=O)c1sc2nc(CSc3ccccc3)[nH]c(=O)c2c1C	-29.6%	-1.2%	-63.5%	-3.8%	-0.3%	4.4%	-1.5%	-10.4%	-0.1%	-4.7%	2.7%
CCOc1ccc(CCNC(=O)CSc2n[nH]c(N)n2)cc1OCC	-17.2%	-0.5%	-6.7%	-8.9%	6.3%	5.1%	-2.4%	?	11.6%	5.0%	3.8%
NC1(C(=O)O)CC1	1.3%&3.2%	-3.6%[46.1 µM]	6.4%	.	-12.7%	.	7.3%&-5.2%	3.1%	.	.	-4.0%[46.1 µM]
COc1ccc(NC(=O)CN(Cc2ccccc2)S(C)(=O)=O)c(OC)c1	-13.9%	-1.7%	5.2%	12.2%	-4.5%	-0.6%	-0.1%	.	-2.8%	-2.2%	0.8%
CN(CC(=O)NCc1ccccc1)CC(=O)Nc1ccc(Cl)c(C(F)(F)F)c1	.	-1.1%	-28.2%	.	.	-1.3%	.	-3.4%	-3.9%	2.7%	-2.2%
COc1ccc(CNCCc2ccc([N+](=O)[O-])cc2)c(OC)c1OC	1.3%	-1.4%	3.0%	?	-0.2%	-11.3%	-15.4%	-19.9%	4.0%	-1.9%	-0.6%
Cc1ccc(F)cc1NC(=O)c1cccc(N(C)C)c1	7.6%	27.1%	63.3%	-4.5%	-10.5%	-0.1%	36.5%	-2.1%	-9.4%	?	29.6%
CCCCSc1nnc(C)c(=O)[nH]1	-5.1%	0.9%	-6.4%	-0.8%	16.7%	0.5%	-18.3%[10 µM]	4.2%	-2.7%	2.9%	0.9%
CCc1ccc(NC(=O)N(CCN(C)C)C(C)c2cccnc2)cc1 (stereo not drawn)	9.8%	-2.6%	-11.7%	-21.6%	0.9%	-0.7%	38.2%	2.6%	14.6%	-3.0%	-8.5%
O=C(CN1C(=O)c2cccc3cccc1c23)Nc1cccnc1	9.2%	1.6%	-6.1%	?	-7.3%	0.0%	-3.7%	-5.8%	-26.7%	-7.8%	0.0%
NS(=O)(=O)c1ccc(NC(=S)N2CCC(O)CC2)cc1	-8.3%	-2.8%	9.7%	-7.0%	5.8%	6.3%	-2.9%	-0.7%	-5.2%	-0.8%	-4.5%
CCOC(=O)c1c(C)n(C)c2ccc(OC)c(NC(=O)CN3CCN(Cc4ccccc4)CC3)c12	8.3%	0.8%	-18.9%	-15.2%	18.1%	2.2%	-17.2%	-6.3%	-2.2%	10.5%	-4.3%
CC(OC(=O)c1ccccc1NCCO)C(=O)NCC(=O)Nc1ccc(F)c(F)c1F (stereo not drawn)	17.5%	-5.4%	-3.8%	5.7%	-1.8%	-3.3%	-11.8%	?	7.4%	-0.2%	2.9%
COc1ccc2c(c1OC)C(=O)OC2Nc1ncccc1C (stereo not drawn)	-6.2%	2.7%	3.5%	-18.7%	1.5%	0.2%	12.5%	-3.7%	9.5%	1.4%	-3.7%
Cc1nnc(SCC(=O)N/N=C/c2cn(-c3ccccc3)nc2-c2ccc(F)cc2)n1-c1ccccc1	1.2%	0.4%	-17.3%	6.2%	-9.0%	0.0%	-1.8%	4.6%	-7.1%	-0.5%	0.3%
O=C(/C=C/c1c(Cl)nc2ccccn12)N1CCCCC1	4.9%	11.2%	73.8%	.	-20.3%	12.9%	?	-2.9%	10.6%	-10.5%	?
Cc1ccc(C(=O)N/C(=C/c2cccnc2)C(=O)NCc2ccco2)cc1	-3.3%	-1.4%	3.3%	5.4%	-5.4%	0.3%	-10.6%	2.0%	-7.0%	-1.9%	-0.4%
Clc1ccc(OCc2nnc(SCc3nnc(-c4ccccc4)o3)o2)c(Cl)c1	-11.3%	19.8%	41.8%	-6.5%	-3.4%	1.9%	-3.7%	0.0%	16.0%	?	23.3%
CCOC(=O)c1ccc(Nc2nc(N)c3cc(OC)c(OC)cc3n2)cc1	?	1.9%	14.2%	-10.2%	9.2%	13.3%	-43.4%	6.9%	14.1%	7.57µM*	7.6%
Cc1ccc(S(=O)(=O)N(C)C)cc1NC(=O)COC(=O)CCC(=O)c1cccs1	-7.3%	-4.3%	-0.6%	-2.7%	5.1%	2.6%	6.3%	-7.7%	2.5%	-7.3%	-0.3%
O=C(Cc1cn(-c2ccccc2)nc1-c1ccccc1)N1CCCCC1	?	-1.7%	-36.1%	-1.8%	-19.9%	-8.5%	?	2.2%	-0.6%	1.1%	-1.9%
Cc1ccc(NC(=O)CCc2nnc3ccc(N4CCC5(CC4)OCCO5)nn23)cc1F	1.6%	-5.0%	-1.5%	-4.0%	4.9%	-0.3%	3.7%	1.3%	-5.2%	-0.1%	-0.8%
Cc1nn(CC(=O)Nc2c(F)c(F)cc(F)c2F)c(=O)c2cccn12	1.5%	-6.1%	0.4%	-5.9%	0.9%	0.6%[9.26 µM]	9.9%	-0.7%	2.3%	-3.0%	-2.4%
Cc1cccc(CCNC(=O)CC2C(=O)NCCN2CC2CCCCC2)n1 (stereo not drawn)	3.1%	0.0%	-2.1%	4.4%	-6.7%	-0.1%	7.3%	-3.1%	0.9%	4.0%	-10.6%
CN1C(=O)/C(=C/c2ccc(C(=O)Nc3ccc(O)cc3C(=O)O)cc2)SC1=S	-16.0%	2.6%	-6.5%	?	-8.1%	-0.4%	32.5%	-6.6%	-1.6%	21.3µM*	2.0%
S=C(NCC1CCCO1)Nc1cc(Cl)c(Cl)cc1Cl (stereo not drawn)	17.8µM*	-0.4%	40.2%	1.2%	18.0%	-3.2%	3.16µM*	-2.2%	2.8%	-3.2%	3.4%
CCC(=O)Nc1cccc(NC(=O)c2cccc([N+](=O)[O-])c2)c1	14.0%	2.0%	0.0%	?	-12.6%	5.3%	58.4%	.	-3.7%	-2.2%	12.0%

Only part of the results is shown. The share of hits here may be higher or lower than overall.
